STAT1 act = STAT1 signaling activators, primary screen, cell-based, HTS, luciferase reporter. NIH 3T3 STAT1-luciferase reporter, IFN-gamma, luminescence; 100% = IFN-gamma alone, no compound. activation (% of control), % at 5.5 µM. actives 2.6% (n = 200,000);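 active means activation above the screen-wide mean activation plus 3 SD, cut at about 130% in these data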;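 further: raw ratio to IFN-gamma control signal so 100% means no change and 0% no light; values of inactives mirror those of a sister screen read the other way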
HMGR II inh = inhibitors of E. faecalis class II HMGR, primary screen, biochemical, Enterococcus faecalis | inhibition, % at 10 µM | HMG-CoA reductase (Enterococcus faecalis, mvaE) | actives 0.41% (n = 190,000) | AID 1066, 2008 | purified E. faecalis HMGR, NADPH absorbance 340 nm kinetic;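 active means inhibition above a set limit, the median over all tested compounds plus 3 SD, cut at about 9.5% in these data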;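 further: enzyme runs in reverse so mevalonate oxidation gives rising NADPH absorbance; 0% = complete reaction with DMSO and 100% = background rate lacking mevalonate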
STAT3 blocker = IL-6 driven STAT3 reporter inhibitors, primary screen, U3A cells, luciferase, luminescence, MLSCN library; IL-6 STAT3-luciferase reporter; host cell line lacks STAT1; inhibition, % at 5.5 µM; actives 0.89% (n = 190,000); AID 862, 2007;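 active means inhibition above the mean inhibition across all screened compounds plus 3 SD, cut at about 44% in these data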;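 further: 0% = DMSO only wells and 100% = 100 µM nifuroxazide control wells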
NF-kB expr up = activators of NF-kB expression in neurons, primary screen, cell-based, HTS. AID 1239, 2008. human neuronal cells, NF-kB reporter expression; stronger effect = higher value. fold change at 12.5 µM. actives 1.6% (n = 190,000); in the data active means fold change above about 3.3
Hsp70 activator = Hsp70 transcriptional activators, primary screen, cell-based, HeLa, Hsp70 promoter luciferase, luminescence, 10 µM; HeLa Hsp70 promoter luciferase reporter; scaled: vehicle 0, proteasome-inhibitor control 100%; activation, % at 10 µM; actives 0.04% (n = 200,000); AID 1203, 2008;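 active means activation above the mean across all tested compounds plus 3 SD, cutoff set per campaign, cut at about 5.5% in these data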;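 further: 100% = MG132 at 30 µM as the positive control and 0% = DMSO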
STAT3 act = IL-6 driven STAT3 reporter potentiators, primary screen, U3A cells, luciferase, luminescence, MLSCN library. IL-6 STAT3-luciferase reporter; 100% = signal with IL-6 EC80 alone. activation (% of control), % at 5.6 µM. actives 0.91% (n = 190,000). AID 871, 2007;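 active means activation above the screen-wide mean of compound activation plus 3 SD, cut at about 130% in these data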;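 further: 0% = background luminescence of wells with medium and substrate only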
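Material: human U3A cells carrying STAT3-luciferase construct. Measured by: reporter luminescence signal. Timing: compound 1 h, then IL-6 6 h at 37 °C.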
APP 5'UTR act = activators of APP 5'UTR luciferase reporter, primary screen, SH-SY5Y cells; activation, % at 2 µM; SH-SY5Y APP 5'UTR luciferase reporter, luminescence; zero percent = DMSO vehicle wells; AID 1276, 2008; actives 1% (n = 190,000);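 active means activation above a set limit, based on mean plus 3 SD of controls, cut at about 140% in these data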; further: values of inactives mirror those of a sister screen read the other way
Redox H2O2 prof = compounds producing H2O2 with reducing agent – biochemical, NIH compound library profiling, artefact control for MLSCN library redox annotation, primary screen; actives 0.03% (n = 200,000); AID 878, 2007; activation, % at 10 µM; DTT-dependent redox cycling H2O2, phenol red/HRP absorbance; 100% = 100 µM peroxide control, 0% = buffer;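 active means activation of at least 50% relative to the plate's high and low controls in the primary single-dose screen; inactive means activation below 50%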;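 further: compound incubated with DTT at 0.8 mM final as the reducing agent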
STAT1 blocker = STAT1 signaling inhibitors, primary screen, cell-based, HTS, luciferase reporter | NIH 3T3 STAT1-luciferase reporter, IFN-gamma, luminescence | inhibition, % at 5.5 µM | AID 920, 2007 | actives 0.35% (n = 200,000);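 active means inhibition above a set limit, the mean inhibition across all tested compounds plus 3 SD, cut at about 34% in these data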;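 further: 0% = IFN-gamma with DMSO and 100% = IFN-gamma with 300 µM nifuroxazide; values of inactives mirror those of a sister screen read the other way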
TLR4 MyD88 comp = inhibitors of TLR4-MyD88 association in cells, primary screen, cell-based, HeLa CL3-4, BLA complementation, FRET ratio | Toll-like receptor 4 (Homo sapiens) + Myeloid differentiation primary response protein … | HeLa CL3-4 TLR4/MyD88 BLA complementation | inhibition, % at 8.4 µM | actives 0.18% (n = 200,000); in the data active means inhibition above about 25%;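 further: 0% = vehicle and 100% = reference inhibitor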
Target sequence (O00206 whole entry, looked up): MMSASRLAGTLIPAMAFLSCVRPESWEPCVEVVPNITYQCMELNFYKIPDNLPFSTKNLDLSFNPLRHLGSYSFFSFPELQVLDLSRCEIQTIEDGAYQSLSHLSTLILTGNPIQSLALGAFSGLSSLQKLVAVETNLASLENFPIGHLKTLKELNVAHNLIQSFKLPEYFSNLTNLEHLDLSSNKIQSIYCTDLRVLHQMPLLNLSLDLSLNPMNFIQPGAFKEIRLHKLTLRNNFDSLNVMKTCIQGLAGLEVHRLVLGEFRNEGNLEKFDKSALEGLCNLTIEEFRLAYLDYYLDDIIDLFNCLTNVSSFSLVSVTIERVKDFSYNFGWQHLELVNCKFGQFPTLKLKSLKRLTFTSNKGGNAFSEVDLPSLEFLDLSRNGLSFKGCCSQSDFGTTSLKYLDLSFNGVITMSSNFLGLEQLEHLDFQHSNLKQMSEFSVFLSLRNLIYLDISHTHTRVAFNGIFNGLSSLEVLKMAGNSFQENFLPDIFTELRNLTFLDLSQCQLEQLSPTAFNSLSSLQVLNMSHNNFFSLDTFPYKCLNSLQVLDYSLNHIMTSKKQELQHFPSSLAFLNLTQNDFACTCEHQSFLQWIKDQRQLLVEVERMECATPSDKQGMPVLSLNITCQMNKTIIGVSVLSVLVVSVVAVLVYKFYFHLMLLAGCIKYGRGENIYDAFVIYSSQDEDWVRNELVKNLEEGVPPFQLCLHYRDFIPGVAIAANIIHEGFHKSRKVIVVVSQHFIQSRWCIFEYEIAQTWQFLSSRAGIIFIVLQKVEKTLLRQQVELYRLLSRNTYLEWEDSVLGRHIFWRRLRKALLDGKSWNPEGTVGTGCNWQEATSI
Target sequence (Q99836 whole entry, looked up): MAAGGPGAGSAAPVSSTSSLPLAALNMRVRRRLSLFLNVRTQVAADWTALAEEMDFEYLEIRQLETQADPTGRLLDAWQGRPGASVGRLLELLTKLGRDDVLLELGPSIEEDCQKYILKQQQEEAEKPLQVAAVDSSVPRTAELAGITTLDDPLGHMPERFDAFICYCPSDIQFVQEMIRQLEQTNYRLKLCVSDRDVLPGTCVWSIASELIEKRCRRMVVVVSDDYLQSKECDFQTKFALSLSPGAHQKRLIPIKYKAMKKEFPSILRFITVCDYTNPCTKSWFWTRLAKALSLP
* marks the source's active call; other numbers are inactive results; . = not tested or not shown.

SMILES	STAT1 act	HMGR II inh	STAT3 blocker	NF-kB expr up	Hsp70 activator	STAT3 act	APP 5'UTR act	Redox H2O2 prof	STAT1 blocker	TLR4 MyD88 comp
CCOC(=O)N1CCC(=NNC(=O)COc2ccc(OC)cc2)CC1	103	0	-3	0.99	-0.4	105	4	0.3	-3	-5
O=C(NC1CCCCC1)C(c1ccc(F)cc1)N(Cc1cccs1)C(=O)CN1C(=O)c2ccccc2S1(=O)=O (configuration not stated)	105	-2	0	0.96	-0.2	99	22	0.1	-6	7
COc1cccc(N(CC(=O)NCCSc2ccccn2)S(C)(=O)=O)c1	105	-3	1	0.97	-0.2	100	13	0.1	-6	3
c1ccc(-c2nnsc2Sc2ccccn2)cc1	120	-6	1	1	-0.3	101	-8	-0.4	-25	3
C=CCN1C(=O)C(Cc2ccccc2)S/C1=N/N=C/c1cccs1 (configuration not stated)	102	-1	7	0.88	-0.3	100	-2	0.2	-3	1
CCOC(=O)c1ccc(N2C(=O)CC(Sc3nc(O)c(CC)c(=O)[nH]3)C2=O)cc1 (configuration not stated)	102	0	9	1.1	-0.1	96	6	2.7	-2	-24
O=C(Nc1ccc(Cl)cc1)N1CCCC1	96	3	8	1.4	0.1	98	1	3.5	5	-4
CCOc1ccc(-c2c(C(=O)N/N=C/c3ccc(OC(C)C)cc3)nnn2-c2nonc2N)cc1	93	-3	-15	0.85	-0.3	108	17	0.2	8	0
COc1ccccc1NC(=O)/C(=C/c1cccc([N+](=O)[O-])c1)c1ccccc1	99	-3	10	0.82	-0.4	90	-10	-0.4	1	-9
CN(Cc1ccccc1)S(=O)(=O)c1ccc(NC(=S)NC(=O)C2CCCC2)cc1	99	-1	16	0.87	0.0	95	-44	-2.8	1	-3
CCC(C(=O)O)n1nnc(-c2ccc(-c3ccc(OC)cc3)cc2)n1 (configuration not stated)	114	-5	1	1.6	-0.2	101	-7	2.4	-16	7
CCOc1cc(C)ccc1OCc1nnc(SCC(=O)c2cccc([N+](=O)[O-])c2)n1C	101	0	10	0.92	-0.2	97	14	2.0	-1	-17
Cc1cc(C)cc(Nc2ccc(C(=O)O)cc2N)c1	113	-4	8	1.4	0.0	97	50	-1.8	-13	-1
COc1ccc(/C=C/C(=O)c2ccoc2)cc1	103	5	16	1.8	-0.3	93	4	-2.6	-9	-8
O=C(NCCCn1ccnc1)C(=O)NCC(c1cccnc1)N1CCN(c2ccccc2)CC1 (configuration not stated)	100	-1	3	1.1	-0.1	98	1	-0.3	0	-7
Nc1nnc(C(c2ccccc2)c2ccccc2)s1	99	2	-3	1.1	-0.3	106	-3	1.1	1	2
NC(=O)c1ccsc1NC(=O)Cc1ccc([N+](=O)[O-])cc1	95	-4	8	1.3	-0.2	95	6	2.4	3	-5
NC(=O)c1ccc(-n2nc(C(F)(F)F)c3c2CCCC3)cc1	116	-7	-1	1.4	-0.2	100	30	0.2	-17	-2
Cc1ccc(Oc2ccc(N)cc2)cc1	118	-2	0	1.1	0.0	104	-4	1.8	-20	12
CN(C)S(=O)(=O)c1ccc(N2CCCC2)c(C(=O)Nc2nc3ccccc3s2)c1	99	-3	-22	0.95	-0.5	129	13	-0.2	1	1
CCOc1ccc(N(CC)C(=O)CCNC(=O)Cn2ccc3ccccc3c2=O)cc1	101	2	-6	1.3	0.4	102	3	0.0	-1	5
CCc1nc(N(CC)CC)c2oc3ccccc3c2n1	98	-1	-2	1.1	-0.5	104	12	-0.2	2	-5
Cc1cc2cc(CN(Cc3cccs3)C(=S)NCc3ccco3)c(=O)[nH]c2cc1C	95	-7	10	0.83	-0.1	89	-14	-0.5	5	-6
COc1ccccc1NS(=O)(=O)c1ccc(C)c(NC(=O)NC2CCCCC2)c1	110	-2	-5	1.2	-0.4	107	-2	0.1	-12	6
CCOC(=O)c1c(NC(=O)C2CC2)sc(C)c1CC	102	0	0	0.9	-0.5	104	-21	-0.3	-2	-5
Clc1ccc(Oc2cnc3ccccc3n2)cc1	102	1	11	1.2	-0.4	99	13	6.5	-2	2
Cc1ccc(NC(=O)CS(=O)CC(=O)N(CC(=O)NC2CCCC2)c2ccc3c(c2)OCCO3)cc1 (configuration not stated)	100	-2	4	0.94	-0.2	99	3	-1.1	-2	8
COC(=O)c1c(NC(=O)C2(C)Cc3ccccc3C(=O)O2)sc2c1CCCC2 (configuration not stated)	103	-5	3	0.71	-0.3	98	1	0.2	-3	6
COc1ccc(C(CC(=O)NCc2ccccc2)Sc2n[nH]c(-c3ccc(Cl)cc3)n2)cc1 (configuration not stated)	102	-6	8	1.1	-0.2	95	-13	0.5	-3	2
CN(C)/C=N/C(=S)Nc1ccc(Cl)cc1	127	0	5	1.7	0.2	103	49	-0.3	-32	-20

Sorted by count of non-hydrogen atoms (descending): 5 of the compounds above.
SMILES	STAT1 act	HMGR II inh	STAT3 blocker	NF-kB expr up	Hsp70 activator	STAT3 act	APP 5'UTR act	Redox H2O2 prof	STAT1 blocker	TLR4 MyD88 comp
CN(C)S(=O)(=O)c1ccc(N2CCCC2)c(C(=O)Nc2nc3ccccc3s2)c1	99	-3	-22	0.95	-0.5	129	13	-0.2	1	1
COC(=O)c1c(NC(=O)C2(C)Cc3ccccc3C(=O)O2)sc2c1CCCC2 (configuration not stated)	103	-5	3	0.71	-0.3	98	1	0.2	-3	6
NC(=O)c1ccc(-n2nc(C(F)(F)F)c3c2CCCC3)cc1	116	-7	-1	1.4	-0.2	100	30	0.2	-17	-2
NC(=O)c1ccsc1NC(=O)Cc1ccc([N+](=O)[O-])cc1	95	-4	8	1.3	-0.2	95	6	2.4	3	-5
CN(C)/C=N/C(=S)Nc1ccc(Cl)cc1	127	0	5	1.7	0.2	103	49	-0.3	-32	-20

(list continues)
SMILES	STAT1 act	HMGR II inh	STAT3 blocker	NF-kB expr up	Hsp70 activator	STAT3 act	APP 5'UTR act	Redox H2O2 prof	STAT1 blocker	TLR4 MyD88 comp
O=C(CC(c1ccccc1)c1cc(Br)ccc1O)NCc1ccco1 (configuration not stated)	95	-1	13	0.58	-0.1	91	-1	0.6	4	-10
COc1ccccc1C1NC(=O)NC(C)=C1C(=O)OC1CCCCC1 (configuration not stated)	94	-5	6	1.1	0.3	96	-3	-0.2	7	-3
O=C(Nc1ccc(S(=O)(=O)Nc2ccccn2)cc1)C(F)(F)F	91	-3	11	1.1	0.2	95	0	-0.1	10	16
COc1nc(N=C(N)N)nc2c(C)cccc12	103	-7	-90	1.4	-0.1	172*	-18	-4.0	-3	-2
CC(C)CC(=O)c1c[nH]c(C(=O)N2CCN(Cc3ccccc3)CC2)c1	99	2	4	1	1.3	102	7	-1.9	0	5
COc1cc([N+](=O)[O-])ccc1NC(=O)COC(=O)C=C(C)C	98	-9	12	1.1	-0.2	93	18	-0.9	2	8
C=CCOc1c(Cl)cc(CNc2ccc3[nH]c(=O)[nH]c3c2)cc1OC	106	-4	3	1.1	0.1	100	3	-0.1	-7	-8
CCOC(=O)CN1N=C(/C=C/c2ccc(OCC)cc2)CCC1=O	110	1	7	1	-0.3	100	32	-1.8	-12	2
COc1ccc(OCCSc2nnc(C(C)NC(=O)c3ccccc3F)n2C)cc1 (configuration not stated)	125	-5	7	1.1	-0.4	98	-26	-0.5	-31	6
Nc1ccccc1C(=O)NNc1ncc(C(F)(F)F)cc1Cl	100	-3	4	1.3	0.0	103	7	-8.1	0	-3
COc1cc(/C=C(\C#N)C(=O)NC(C)C)cc(Cl)c1O	99	-2	5	1.3	-0.3	98	2	-0.7	0	-11
Fc1ccccc1COc1ccc(Br)cc1CNCc1cccnc1	88	-2	12	0.96	-0.2	95	10	-1.2	12	6
CC(=O)c1cn(N(C)c2ncc(C(F)(F)F)cc2Cl)c(=O)[nH]c1=O	98	-6	-3	0.95	0.3	103	8	0.0	0	-10
O=C(NCC1CCCO1)NC1(C(F)(F)F)Oc2ccccc2O1 (configuration not stated)	104	-2	6	1.8	0.1	99	21	-0.2	-4	-4
O=C(c1cc2ccccn2n1)N1CCCC1	97	-3	9	1.2	0.5	100	6	-0.6	3	-9
CCC(=O)Nc1cccc(-c2nnc(SCC(=O)NCc3ccco3)n2C)c1	107	4	5	1.3	0.2	98	-1	1.5	-8	0
CCCn1c(SCC(=O)Nc2sc(C)c(C)c2C(=O)OCC)nc2c1c(=O)n(C)c(=O)n2C	99	-3	1	0.97	0.1	101	8	5.1	1	-13
Cc1ccc2c(c1)NC(c1cccs1)C1=C(CC(C)(C)CC1=O)N2 (configuration not stated)	95	-1	2	0.94	-0.1	102	19	0.0	4	2
O=C(C1CCCN1S(=O)(=O)c1ccc(Br)cc1)N1CCOCC1 (configuration not stated)	102	-2	2	0.93	0.1	105	6	-0.5	-3	-19
COc1ccc(C(=O)N/N=C/c2cn[nH]c2-c2ccc(OC)cc2OC)cc1	98	-4	-6	1.2	-0.3	103	-21	-0.5	4	-10
COC(=O)c1ccc(NC(=O)CSc2nnc(COc3ccccc3)n2C)cc1	103	-2	5	0.99	-0.2	97	8	0.1	-3	-8
Cc1ccc(C(=O)NCC(=O)OCC(=O)Nc2ccccc2C#N)s1	99	-5	10	1.1	-0.1	97	-11	-2.7	0	7
Cc1nc2ncccn2c1-c1csc(Nc2ccc(N(C)C)cc2)n1	77	-5	3	2	0.2	106	-94	-1.7	25	-7
COc1ccc(CCNC(=O)CSc2ccc(-c3ccncc3)nn2)cc1	100	-3	6	0.87	0.5	103	1	0.0	1	-17
COc1cccc(-n2c(C)cc(/C=C3/C(=N)N4C(=NC3=O)SN=C4S(C)(=O)=O)c2C)c1	111	-7	-5	1.3	-0.3	106	19	0.3	-13	4
CCCC(=O)N(c1ccc(F)cc1)C1C=CS(=O)(=O)C1 (configuration not stated)	100	-7	13	1.3	-0.3	92	8	0.1	0	0
COc1ccc(CN2CCN(c3ncccn3)CC2)c(OC)c1	99	-3	13	1.4	-0.3	93	-2	-0.2	-1	1
Nc1nc(Cl)cc(Oc2ccc(Cl)cc2)n1	98	-4	12	1.1	-0.2	95	41	0.4	1	9
O=C(O)COn1c(-c2ccccc2)nc2ccc(Cl)cc21	103	1	1	1.7	-0.1	106	7	-0.3	-5	-5
Cc1cc(C)n(-c2ccc(C(=O)O)cc2[N+](=O)[O-])n1	108	-9	-3	1.2	-0.2	103	-5	-0.5	-8	1
O=C(C1=C[C@@H](c2csc3ccccc23)C[C@@H](OCCCCO)O1)N1CCN(Cc2ccc3c(c2)OCO3)CC1	95	-6	.	0.66	0.0	.	-6	-0.7	7	-15
O=C(NC1CCCCC1)C(c1cccnc1)N(C(=O)CCl)c1ccccc1Cl (configuration not stated)	78	1	1	0.99	-0.1	97	-5	-0.2	25	-20
COc1ccc(C(=O)Oc2cccnc2)cc1OC	99	-1	-11	1.4	0.6	113	16	2.6	1	-6

Screening data as filed in PubChem BioAssay.
